From PubChem BioAssay
MrgX1 PAM: human MrgX1 positive allosteric modulation, primary screen; Q96LB2; MrgX1-HEK293, Fluo-4 calcium flux, FDSS; hits give high values; B-score at 10 µM; 310,000 compounds, 0.63% hits;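 active = plate-corrected calcium response at least 3 library SD above typical, normal starting fluorescence, not activating the receptor alone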;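 also: compound read alongside a low EC10 to EC30 dose of BAM8-22 agonist; peak minus trough fluorescence over baseline measured at the second addition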
TRPC4 block: TRPC4 (mouse) channel inhibition; Q9QUQ5; HEK293 TRPC4beta/mu-opioid, DAMGO-evoked Fluo4 calcium flux; hits give low values; B-score at 10 µM; 300,000 compounds, 0.39% hits;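 active = B-score over 3 SD under the library average, no early fluorescence shift, positive overall ratio signal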
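Signal: kinetic Fluo4 fluorescence imaging of calcium influx. Material: stable TRPC4beta/mu-opioid receptor HEK293 cells. Probe or stimulus: DAMGO in two steps, submaximal then maximal.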
RGS4 pot: RGS4 potentiation or activation. HEK293 M3R/inducible RGS4, carbachol calcium flux Fluo4; hits give low values. B-score at 10 µM. 310,000 compounds, 0.92% hits. AID 463111;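 active = B-score of the integrated calcium signal more than 4 SD below the library mean, with starting fluorescence not abnormally high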;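 also: negative B-score means reduced calcium response which marks RGS4 activation or potentiation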
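Test system: HEK293 cells with stable M3R and inducible RGS4; also added: carbachol at ECmax as muscarinic agonist stimulus; schedule: dye loading 30 min 37 °C, buffer rest 30 min RT; technique: kinetic calcium fluorescence imaging with Fluo4-AM dye, 2 µM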
TRPC6 inhibitor: blocks the mouse TRPC6 cation channel. Q61143. HEK293-TRPC6, membrane potential dye, ACh-evoked depolarization; hits give low values. B-score at 10 µM. 310,000 compounds, 1.1% hits. AID 2553;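 active = B-score under library mean minus 3 SD, initial fluorescence not abnormally high, positive integrated signal ratio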;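 also: B-score derived from integrated fluorescence ratio over the kinetic read; more negative B-score means stronger inhibition of depolarization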
Target sequence (Q61143 whole entry, looked up): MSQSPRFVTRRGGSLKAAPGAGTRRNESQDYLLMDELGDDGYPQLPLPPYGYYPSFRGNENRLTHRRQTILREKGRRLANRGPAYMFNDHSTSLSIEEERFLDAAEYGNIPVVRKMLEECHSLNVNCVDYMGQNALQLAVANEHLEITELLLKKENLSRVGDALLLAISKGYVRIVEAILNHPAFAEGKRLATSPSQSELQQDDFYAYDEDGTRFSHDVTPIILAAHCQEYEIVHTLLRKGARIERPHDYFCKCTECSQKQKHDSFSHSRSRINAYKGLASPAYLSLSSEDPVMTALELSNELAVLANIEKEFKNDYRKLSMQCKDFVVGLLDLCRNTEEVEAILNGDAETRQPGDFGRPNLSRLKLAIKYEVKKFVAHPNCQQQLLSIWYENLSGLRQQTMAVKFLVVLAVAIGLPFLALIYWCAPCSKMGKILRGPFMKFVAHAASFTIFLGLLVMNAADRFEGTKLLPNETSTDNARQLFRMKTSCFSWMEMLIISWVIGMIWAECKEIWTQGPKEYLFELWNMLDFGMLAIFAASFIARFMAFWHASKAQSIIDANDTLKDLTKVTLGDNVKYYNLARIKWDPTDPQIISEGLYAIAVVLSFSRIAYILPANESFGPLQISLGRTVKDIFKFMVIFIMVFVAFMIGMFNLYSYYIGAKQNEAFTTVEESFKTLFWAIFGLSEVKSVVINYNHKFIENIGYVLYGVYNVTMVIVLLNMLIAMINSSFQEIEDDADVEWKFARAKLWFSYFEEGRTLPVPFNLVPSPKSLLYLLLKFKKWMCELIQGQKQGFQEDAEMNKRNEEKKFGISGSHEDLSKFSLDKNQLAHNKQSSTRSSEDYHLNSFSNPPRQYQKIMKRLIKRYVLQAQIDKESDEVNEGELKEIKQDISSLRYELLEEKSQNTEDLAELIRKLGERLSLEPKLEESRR
Platelet DG rel: modulates dense granule release in human platelets; human platelet-rich plasma, SFLLRN dense granule ATP release, luminescence; inhibition, %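 (compounds screened at 7.5 µM in platelet-rich plasma)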; 300,000 compounds, 0.22% hits;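 active = mean replicate score, as percent of positive control, at or above 50; inconclusive = mean below 50 but at least one replicate at or above 50; inactive = mean and every replicate below 50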
MrgX1 antag: blocks BAM8-22 activation of human MrgX1 receptor | MRGX1-HEK293 calcium flux, Fluo-4, BAM8-22 antagonism; hits give low values | B-score at 10 µM | 310,000 compounds, 1.3% hits | AID 588676;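 active = calcium-response B-score plate-corrected more than 3 library SD below zero, starting fluorescence within 5 deviations, no agonist response on first addition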;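 also: peak minus trough fluorescence over baseline after final BAM8-22 challenge near maximal dose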
HIF act: HIF pathway transcriptional activation; U2OS HRE-luciferase reporter, luminescence; normalized: DMSO 0%, desferrioxamine 100%; activation, % at 7.5 µM (by protocol); 300,000 compounds, 0.32% hits;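 active = mean activation of at least 10% of the iron chelator positive control signal, with at least half of replicates also reaching 10%; inconclusive = mean and replicate majority disagree about reaching 10%; inactive = mean and most replicates under 10%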
RGS4 block: inhibitors of human RGS4; HEK293 M3R/RGS4 inducible, Fluo-4 calcium flux; hits give high values; triggered by carbachol at its EC20; B-score at 10 µM; 310,000 compounds, 0.45% hits;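 active = B-score, a plate-corrected calcium signal, over three deviations above library mean, with baseline fluorescence within five deviations of library mean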;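 also: RGS4 expression induced by doxycycline in cells with stable M3 receptor; B-score is computed from the integrated fluorescence ratio over baseline after carbachol; higher B-score means a larger calcium signal and so more RGS4 inhibition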
Target sequence (P49798 whole entry, looked up): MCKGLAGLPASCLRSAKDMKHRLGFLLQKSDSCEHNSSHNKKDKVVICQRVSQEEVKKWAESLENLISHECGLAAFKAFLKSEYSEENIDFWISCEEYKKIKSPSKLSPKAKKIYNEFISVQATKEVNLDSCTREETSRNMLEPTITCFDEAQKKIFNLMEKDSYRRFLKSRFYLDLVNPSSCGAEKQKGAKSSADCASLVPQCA
MrgX1 agonist: agonists of human MrgX1 receptor; Q96LB2; MrgX1-HEK293 cells, Fluo-4 calcium fluorescence, agonist mode; hits give high values; B-score at 10 µM; 310,000 compounds, 0.44% hits;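 active = calcium response B-score plate-corrected fluorescence ratio at least 3 library SD, with starting fluorescence B-score inside 5 SD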
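Material – MrgX1-expressing HEK293 cells · Input – 15,000 cells seeded per well · Dosing – compound as first of three additions · Times – overnight seeding, then 1 h dark dye loading · Measured by – kinetic Fluo-4 NW fluorescence of intracellular calcium · Read-out – B-scored fluorescence response ratio · Benchmarks – positive and negative control wells on each plate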
SKKanGAS inh: inhibitors of SKKanGAS S. pyogenes growth in kanamycin (SK-promoter or general growth effect); BacTiter-Glo, 6 h; inhibition, % at 7.5 µM; 300,000 compounds, 1.3% hits; AID 1662;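 active = mean replicate score, as percent of positive control median, at least 50; inconclusive = mean below 50 but one replicate at or above 50; inactive = mean and every replicate below 50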;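 also: strain carries kanamycin resistance gene driven by streptokinase promoter and grows in 40 µg/ml kanamycin; loss of luminescence reflects streptokinase promoter inhibition or plain growth inhibition; 0% = median of DMSO wells and 100% = positive control at its reference dose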
TRPC6 activator: mouse TRPC6 channel activation; HEK293-TRPC6 membrane potential dye fluorescence; hits give high values; 310,000 compounds, 0.13% hits; B-score at 10 µM; AID 2550;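 active = B-score of the integrated fluorescence ratio above library mean plus 3 SD, and starting fluorescence ratio within library mean plus 5 SD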;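 also: higher score means more depolarization so channel activation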
Numbers without * were called inactive; i = inactive; ? = inconclusive; / = no result given.

smiles	SKKanGAS inh	MrgX1 antag	RGS4 block	TRPC6 inhibitor	HIF act	Platelet DG rel	RGS4 pot	TRPC6 activator	MrgX1 agonist	TRPC4 block	MrgX1 PAM
O=C(CSc1nnc(-c2cccs2)o1)N1CCOCC1	-5.1	/	i	i	/	-0.6	i	i	/	i	/
C/C(CC(=O)Nc1ccc([N+](=O)[O-])cc1)=N/NC(=O)C1CC12CCC2 (configuration not stated)	-0.5	i	i	i	1.8	12.0	i	i	i	i	i
O=C(COc1ccc(/C=N/NC(=O)c2ccccc2)cc1)Nc1ccc([N+](=O)[O-])cc1	-2.2	i	i	i	-0.7	-3.0	i	i	i	i	i
CCOc1ccc(N(CC(=O)NCCSCc2ccco2)S(=O)(=O)c2ccc(C)cc2)cc1	-2.4	i	i	i	-0.1	0.8	i	i	i	i	i
COc1cc(C(=O)NCCc2cc3c(OC)ccc(OC)c3[nH]c2=O)cc(OC)c1OC	-0.9	i	i	i	-0.1	9.2	i	i	i	i	i
O=C(COC(=O)c1ncc(Cl)c(Cl)c1Cl)Nc1ccccc1OC(F)F	-11.3	i	i	i	-0.1	-9.2	i	i	i	i	i
O=C(Nc1ccccc1N1CCOCC1)c1ccc(Br)o1	-6.6	i	i	i	1.4	-0.6	i	i	i	i	i
Cc1cc(C)c2c(=O)n(-c3ccccc3)[nH]c2n1	2.3	i	i	i	2.5	17.1	i	i	i	i	i
O=C(O)C/C(=C\c1cccc(NC(=O)c2ccccc2Cl)c1)c1nc2ccccc2s1	9.7	i	i	i	0.4	0.6	i	i	i	i	i
O=C(c1ccc(Cl)cc1)c1c[nH]cc1-c1ccccc1	-4.5	i	i	i	-1.1	-0.8	i	i	i	i	i
COc1ccc(CCN(C(=O)c2snc(C(N)=O)c2N)C(C)C(=O)NC2CCCCC2)cc1OC (configuration not stated)	2.1	i	i	i	0.1	10.6	i	i	i	i	i
CC(=O)N1CCN(S(=O)(=O)c2cccc(C(=O)NC3CCC(C)CC3)c2)CC1 (configuration not stated)	-9.6	i	i	i	-0.2	6.8	i	i	i	i	i
CN1CCN(c2ccccc2NC(=O)c2ccc([N+](=O)[O-])cc2Cl)CC1	-0.3	i	i	i	-0.9	-2.5	i	i	i	i	i
CC(Nc1nc(N2CCOCC2)nc2ccccc12)c1ccccc1 (configuration not stated)	-2.4	i	i	i	-0.6	-3.0	i	i	i	i	i
Cc1ccc(SCCC(=O)OCC(=O)Nc2ccc(S(N)(=O)=O)cc2)cc1	4.1	i	i	i	-0.7	1.0	i	i	i	i	i
CN(Cc1ccco1)C(=O)C1CCN(c2nnc(-n3cccc3)s2)CC1	-5.9	i	i	i	0.3	-13.3	i	i	i	i	i
CC1Cc2ccccc2N1C(=O)CCN1C(=O)C2C3C=CC(C3)C2C1=O (configuration not stated)	6.5	i	i	i	-1.0	/	i	i	i	i	i
O=P(O)(O)c1ccccc1OCc1ccccc1	0.4	i	i	i	0.3	-2.1	i	i	i	i	i
CCOc1ccc(N2C(=O)CC(Sc3nc(C)cc(C)n3)C2=O)cc1 (configuration not stated)	-2.3	i	i	i	?	-3.8	i	i	i	i	i
CCOC(=O)N1CCC(NC(=O)CS(=O)Cc2nc(-c3ccc(Cl)cc3)oc2C)CC1 (configuration not stated)	-0.5	i	i	i	0.6	-9.9	i	i	i	i	i
Cc1cc(C)nc(SCC(=O)N/N=C/c2cccn2-c2ccc(O)cc2)n1	-2.2	i	i	i	-0.1	-1.0	i	i	i	i	i
CCCc1cc(=O)[nH]c(SCC(=O)c2cc(C)n(-c3cc(C)on3)c2C)n1	-0.9	i	i	i	-0.3	0.0	i	i	i	i	i
COc1ccc(/C(N)=N/OC(=O)c2cccs2)cc1	8.5	i	i	i	-0.7	0.0	i	i	i	i	i
COc1ccc(NC(=S)N(CCc2ccc(OC)c(OC)c2)Cc2ccccn2)cc1	3.8	i	i	i	0.5	2.2	i	i	i	i	i
O=C(c1nn(Cc2ccccc2)c(=O)c2ccccc12)N1CCN(c2ccccn2)CC1	-3.1	i	i	i	-0.6	0.4	i	i	i	i	i
O=C(O)CCn1c(SCCOc2ccccc2F)nc2ccccc21	-3.4	i	i	i	0.3	-3.3	i	i	i	i	i
CC1CC2(CC(C)(C(=O)CSc3n[nH]c(-c4ccccc4Cl)n3)OC2=O)C(=O)O1 (configuration not stated)	-0.2	i	i	i	-0.4	0.5	i	i	i	i	i
O=C(CC12CC3CC(CC(C3)C1)C2)N1CCCC1	-6.4	i	i	i	0.4	-8.4	i	i	i	i	i
CC(C)[C@H](NC(=O)N1CCn2c1nc1ccccc12)C(=O)N[C@@H](Cc1ccccc1)C(=O)O	-2.1	i	i	i	0.0	3.2	i	i	i	i	i
COc1ccc(NC(=S)NCCSc2ccc(Cl)cc2)c(OC)c1	7.1	i	i	i	-1.6	-4.1	i	i	i	i	i
CCc1ccc(-c2cc(C(F)(F)F)n3nc(C(=O)Nc4c(C)nn(Cc5ccccc5Cl)c4C)cc3n2)s1	18.8	i	i	i	0.1	-1.3	i	i	i	i	i
CCOc1ccc(NC(=O)CN2CCN(S(=O)(=O)c3ccc(Cl)cc3)CC2)cc1	1.6	-4.52*	i	i	/	/	i	i	i	i	i
CSCc1ccc(C(=O)NC2CC(C)(C)Cc3c2cnn3-c2ccc(F)cc2)o1 (configuration not stated)	0.7	i	i	i	0.5	-1.8	i	i	i	i	i
COc1ccc(-c2cnn3c4c(c(C)nc23)CCN4C(C)C)cc1OC	1.1	i	i	i	4.3	0.7	i	i	i	i	i
CCC(C)[C@H](NC(=O)c1cn(CC)c2cc3c(cc2c1=O)OCO3)C(=O)NCCCn1ccnc1 (some centres not stated)	0.1	i	i	i	-0.8	1.0	i	i	i	i	i
COc1cc(OC)cc(C(=O)Nc2nnc(NC(=S)Nc3ccccc3)s2)c1	51.8*	i	i	i	1.0	-8.2	i	i	i	i	i
CCOc1cc(CNc2ccc(N3CCN(C(C)=O)CC3)cc2)cc(Br)c1OC	6.6	i	i	i	0.0	-2.8	i	i	i	i	i
C/C(=N\NC(=O)c1c[nH]c2ccccc12)c1ccc(C)s1	-2.5	i	i	i	2.1	-3.3	i	i	i	i	i
C[n+]1c2n(c3ccccc31)N=C(c1ccc(Cl)cc1)CS2	5.7	i	i	i	0.3	0.7	i	i	i	i	i
CC(=O)N1CCc2c(sc(NC(=O)CS(=O)(=O)c3ccc(F)cc3)c2C(N)=O)C1	3.4	i	i	i	-0.2	-5.2	i	i	i	i	i
Oc1ccc(C(=S)N2CCCCCC2)cc1	-18.8	i	i	i	-0.4	-4.7	i	i	i	i	i
CCCN(CCC)S(=O)(=O)c1cccc(C(=O)N=c2sccn2C)c1	3.6	i	i	i	0.8	-7.3	i	i	i	i	i
CCOC(=O)C1CCCN(S(=O)(=O)c2ccc(-c3cc(C)no3)s2)C1 (configuration not stated)	-3.4	i	i	i	0.3	7.6	i	i	i	i	i
Cc1nc2c(C)cccn2c1/C(O)=C1\C(=O)C(=O)N(CCN(C)C)C1c1ccncc1 (configuration not stated)	-1.6	i	i	i	-0.1	2.7	i	i	i	i	i
COc1cc(C(=O)NC2=NCCS2)cc(OC)c1OC	-2.7	i	i	i	-0.2	-11.7	i	i	i	i	i
CCc1ccccc1NC(=O)N1C2CCCC1CC(NC(C)=O)C2 (configuration not stated)	-9.2	i	i	i	-0.6	-6.3	i	i	i	i	i
COc1cccc(/C=C2\CCCCC2=O)c1	-1.6	i	i	i	1.3	0.9	i	i	i	i	i
COC(=O)COc1ccc2cc(-c3ccc(OC)cc3)c(=O)oc2c1	2.1	i	i	i	-0.2	25.1	i	i	i	i	i
CC(C)Cc1csc(NC(=O)C(C)C)c1C(=O)O	15.2	i	i	i	0.4	4.1	i	i	i	i	i
Cc1nc2ccc(NC(=O)CCS(=O)(=O)c3ccccc3)cc2s1	1.0	i	i	i	0.9	-3.2	i	i	i	i	i

Further results follow.
smiles	SKKanGAS inh	MrgX1 antag	RGS4 block	TRPC6 inhibitor	HIF act	Platelet DG rel	RGS4 pot	TRPC6 activator	MrgX1 agonist	TRPC4 block	MrgX1 PAM
CCN(CCn1cccn1)C(=O)C1CCC(=O)N(CC2CCCCC2)C1 (configuration not stated)	-1.8	i	i	i	0.5	9.1	i	i	i	i	i
CC(=O)C(=Cc1ccc(C(=O)O)cc1)C(C)=O	-0.8	i	i	i	-0.5	-9.4	i	i	i	i	i
COc1ccc(-n2nnnc2CNC(=O)c2ccc(S(=O)(=O)N3CCOCC3)cc2)cc1	1.1	i	i	i	-0.6	8.5	i	i	i	i	i
CC(=O)N1CCCC(C(=O)c2ccc3c4c(cccc24)CC3)C1 (configuration not stated)	-2.3	i	i	i	0.0	5.9	i	i	i	i	i
Oc1ccc(-c2nncn2-c2ccccc2)cc1	3.9	i	i	i	0.2	-6.2	i	i	i	i	i
Cc1ccc2c(c1)cc(C(=O)N[C@@H](Cc1ccccc1)C(=O)O)n2C	7.8	i	i	i	-0.8	2.0	i	i	i	i	i
O=C(COC(=O)c1c(F)cccc1F)NCCNC(=O)COC(=O)c1c(F)cccc1F	-6.3	i	i	i	0.0	0.9	i	i	i	i	i
CCOCCCNc1nc2c(-c3ccccc3)nnn2c2ccccc12	-4.7	i	i	i	0.1	5.5	i	i	i	i	i
COC(=O)C1=C(C(=O)OC)C(c2ccc(OC)c(OC)c2)c2sc(=O)[nH]c2S1 (configuration not stated)	0.8	i	i	i	-0.4	8.2	i	i	i	i	i
CCOc1ccc(S(=O)(=O)N2CCN(C(=S)NCc3ccco3)CC2)cc1	-6.3	i	i	i	0.1	-0.7	i	i	i	i	i
O=C(COC(=O)c1ccc(Br)o1)NC1CCCCC1	16.6	i	i	i	-0.1	-5.6	i	i	i	i	i
CCCCNC(=O)N1CCN(C/C=C/c2ccccc2)CC1	-5.8	i	i	i	-0.3	2.5	i	i	i	i	i
CCOC(=O)N1CCC(=NNC(N)=O)CC1	9.7	i	i	i	-0.1	0.5	i	i	i	i	i
Clc1cccc(OCCCCN2CCCCC2)c1	1.7	i	i	i	1.3	4.1	i	i	i	i	i
O=C(O)c1ccc2c(c1)C(=O)N(c1ccc(Cl)cn1)C2=O	-3.0	i	i	i	-0.1	18.1	i	i	i	i	i
NC(=O)c1c(NC(=O)CCCn2cnc([N+](=O)[O-])n2)sc2c1CCCC2	16.1	i	i	i	0.2	-1.6	i	i	i	i	i
